# DAX1 inh-1 = DAX1 (NR0B1) inhibitors, primary screen, cell-based, HEK293, Gal4-DAX1, luciferase luminescence | AID 504766, 2011 | 0.99% of 340,000 active | inhibition, % at 6.75 µM | HEK293 Gal4-DAX1 luciferase reporter | Nuclear receptor subfamily 0 group B member 1 (Homo sapiens), P51843;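 active means inhibition above the mean over all tested compounds plus 3 SD, cut at about 4.2% in these data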;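 further: 0% = DAX1-transfected cells with DMSO and 100% = empty-vector control cells with DMSO; inhibition shows as a rise in luminescence from relieved DAX1 repression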
# ADAM17 inh = ADAM17 inhibitors, primary screen, biochemical, QFRET | Disintegrin and metalloproteinase domain-containing protein 17 (Homo sapiens), P78536 | inhibition, % at 6.95 µM | 0.83% of 370,000 active | recombinant ADAM17, EDANS/DABCYL FRET peptide cleavage | AID 720648, 2013;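 active means inhibition above the mean of compounds lying between control limits plus 3 SD, set per campaign, cut at about 8.5% in these data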;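 further: 0% = DMSO-only wells as the low control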
# Target sequence (P78536 215-824 limits assumed): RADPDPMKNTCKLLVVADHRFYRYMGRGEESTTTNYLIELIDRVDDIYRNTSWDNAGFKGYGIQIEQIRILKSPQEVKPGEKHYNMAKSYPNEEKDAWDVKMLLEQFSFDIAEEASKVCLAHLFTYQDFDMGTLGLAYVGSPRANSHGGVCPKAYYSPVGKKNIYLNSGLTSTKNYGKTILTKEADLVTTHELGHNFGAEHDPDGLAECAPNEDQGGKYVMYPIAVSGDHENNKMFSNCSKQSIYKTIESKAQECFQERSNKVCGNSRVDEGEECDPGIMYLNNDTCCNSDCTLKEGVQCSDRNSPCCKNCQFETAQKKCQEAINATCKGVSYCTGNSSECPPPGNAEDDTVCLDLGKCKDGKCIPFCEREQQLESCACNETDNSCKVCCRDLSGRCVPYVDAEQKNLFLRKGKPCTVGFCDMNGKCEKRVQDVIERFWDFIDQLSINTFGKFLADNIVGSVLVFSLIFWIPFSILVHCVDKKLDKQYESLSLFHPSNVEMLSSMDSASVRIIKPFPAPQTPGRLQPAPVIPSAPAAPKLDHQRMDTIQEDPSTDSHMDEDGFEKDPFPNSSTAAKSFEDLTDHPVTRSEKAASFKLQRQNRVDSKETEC
# GC-A act = GC-A stimulated cGMP production enhancers – HEK293 GC-A cells, cGMP TR-FRET, EC30 ANP, primary screen; 0.14% of 370,000 active; 0% at EC30 ANP, 100% saturating ANP; AID 1671463, 2021; Atrial natriuretic peptide receptor 1 (Homo sapiens), P16066; activation, % at 10 µM; in the data active means activation above about 40%
# GAA850 FXN act = FXN promoter activators, primary screen, cell-based, luciferase luminescence, HEK293 lucGAA850; 0.56% of 360,000 active; AID 540364, 2011; activation, % at 6 µM; HEK293 lucGAA850 FXN promoter luciferase reporter, 24 h; percent of 10 µM SAHA response;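 active means activation above the average of all compounds screened plus 3 SD, cutoff fixed separately per campaign, cut at about 7.5% in these data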;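 further: 0% = DMSO wells and 100% = 10 µM SAHA wells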
# DAX1 inh-2 = DAX1 (NR0B1) inhibitors on StAR promoter, primary screen, cell-based, luminescence, SF-1 (NR5A1), full-length DAX-1 | inhibition, % at 6.8 µM | HEK293T StAR-luciferase reporter, SF-1/DAX-1 repression relief | 1.1% of 370,000 active | AID 652010, 2013;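 active means inhibition above the mean over all tested compounds plus 3 SD, cut at about 3.6% in these data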;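 further: 0% = DAX-1 cells with DMSO and 100% = cells lacking DAX-1 with DMSO; higher inhibition means more luminescence from relief of DAX-1 repression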
# hcDAF-12 act = H. contortus DAF-12 nuclear receptor activators, primary screen, cell-based, luminescence, HEK293, lit1-tk-luc reporter | activation, % at 6.8 µM | HEK293 hcDAF-12 lit1-tk-luc reporter; 0% DMSO, 100% Δ7-dafachronic acid | 1.4% of 370,000 active;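 active means activation above the mean of all tested compounds plus 3 SD, cut at about 5.5% in these data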;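 further: 100% = response to 3 µM Δ7-dafachronic acid high control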
# SMARCA2 activ = SMARCA2 (BRM) function activators, primary screen, cell-based, luminescence, high throughput; MG213 cells, MMTV-luciferase reporter, dexamethasone, overnight; activation, % at 9.1 µM; 1% of 370,000 active; AID 652017, 2013; in the data active means activation above about 7.8%;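 further: 0% = vehicle wells and 100% = reference activator wells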
# ssDAF12 agonist = S. stercoralis DAF-12 nuclear receptor activators, primary screen, cell-based, luminescence, HEK293, GRIP1 co-expression, lit1-tk-luc. Nuclear hormone receptor DAF-12 (Strongyloides stercoralis). HEK293 ssDAF-12/GRIP1 lit1-tk-luc reporter; % of 3 µM dafachronic acid response. activation, % at 6.8 µM. 1% of 370,000 active;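 active means activation above the mean over all tested compounds plus 3 SD, cut at about 0.9% in these data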;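 further: 0% = DMSO-only wells and 100% = 3 µM delta7-dafachronic acid wells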
# hgDAF-12 ag = H. glycines DAF-12 receptor agonists, primary screen, cell-based, luminescence, HEK293, GAL4 fusion, UAS-luciferase; 1.8% of 370,000 active; HEK293 GAL4-hgDAF12 UAS-luciferase reporter, agonist luminescence; normalized to butyrate control; activation, % at 6.8 µM;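 active means activation above a cutoff set at the mean of all screened compounds plus 3 SD, cut at about 10% in these data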;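 further: 0% = DMSO wells and 100% = sodium butyrate wells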
# ADAM10 inh = human ADAM10 inhibitors, primary screen, biochemical, QFRET, HTS; inhibition, % at 7 µM; AID 720582, 2013; 0.62% of 370,000 active; Disintegrin and metalloproteinase domain-containing protein 10 (Homo sapiens), O14672; recombinant ADAM10, EDANS/DABCYL FRET peptide cleavage, 3 h;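 active means inhibition above a per-campaign cutoff equal to the mean of compounds falling between control-based bounds plus 3 SD, cut at about 20% in these data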;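 further: 0% = DMSO wells while the 100% control is not disclosed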
# Target sequence (O14672 214-748 limits assumed): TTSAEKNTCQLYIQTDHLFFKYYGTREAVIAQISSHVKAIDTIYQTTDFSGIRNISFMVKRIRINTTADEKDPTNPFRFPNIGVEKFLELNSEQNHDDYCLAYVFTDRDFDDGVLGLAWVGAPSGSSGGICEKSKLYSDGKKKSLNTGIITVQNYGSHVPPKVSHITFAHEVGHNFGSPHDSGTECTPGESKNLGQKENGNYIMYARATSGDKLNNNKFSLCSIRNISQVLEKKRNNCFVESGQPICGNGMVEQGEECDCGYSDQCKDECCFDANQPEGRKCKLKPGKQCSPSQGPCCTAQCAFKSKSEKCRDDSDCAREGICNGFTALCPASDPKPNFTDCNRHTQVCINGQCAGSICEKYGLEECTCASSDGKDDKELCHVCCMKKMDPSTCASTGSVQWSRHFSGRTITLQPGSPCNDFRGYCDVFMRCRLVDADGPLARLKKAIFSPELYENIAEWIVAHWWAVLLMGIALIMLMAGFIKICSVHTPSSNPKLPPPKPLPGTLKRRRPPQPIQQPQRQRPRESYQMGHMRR
# PG9 Ab binder = binders of HIV-1 gp120 antibody PG9, primary screen, biochemical, TR-FRET. HIV-1 gp120 / PG9 antibody interaction. TR-FRET gp120-PG9 antibody binding. inhibition, % at 6.7 µM. 0.43% of 360,000 active; in the data active means inhibition above about 8.5%
# The depositor's hits bear a star; nt = not tested or not shown; & = joins results of further samples.
# Each structure is followed by: DAX1 inh-1	ADAM17 inh	GC-A act	GAA850 FXN act	DAX1 inh-2	hcDAF-12 act	SMARCA2 activ	ssDAF12 agonist	hgDAF-12 ag	ADAM10 inh	PG9 Ab binder
- C[C@H]1CN([C@@H](C)CO)C(=O)c2cc(C#Cc3cccnc3)cnc2O[C@H]1CN(C)Cc1ccc(F)cc1
 : 1.0	-4	-1	-0.7	-1.3	-0.4	-1	0.2	1.8	-15	-1.3
- CCN(CC)c1ccc(/C=N/NC(=O)C2CC2)cc1
 : 0.7	-82	-4	-0.2	-1.3	-0.9	2	-0.7	4.8	-323	-11
- O=C1OC(Nc2ccc(Cl)cn2)c2ccccc21 (stereo not given)
 : 0.7	-2	-7	0.5	-0.3	-0.9	1	-1.2	0.3	-1	2.3
- CC(C)(C)C(=O)COC(=O)c1cc2ccccc2cc1O
 : 0.1	-1	-1	2.0	0.1	-0.6	-2	-0.6	1.9	-7	0.9
- Cc1sc2ncnc(N/N=C/c3ccc(O)cc3)c2c1C
 : -1.0	2	-5	-0.3	-0.6	0.2	-2	-0.5	1.5	-2	-3.1
- O=C(CN(C1CCCCC1)C1CCCCC1)N1CCc2ccccc2C1
 : -0.5	-1	-6	4.4	-0.6	0.8	1	-0.7	-1.2	1	-0.8
- O=C(c1cc(F)ccc1F)C1CCCN(C(=O)c2ccc3nccnc3c2)C1 (stereo not given)
 : 0.8	-3	1	1.3	-0.4	-2.1	0	-0.8	2.7	12	-1.3
- COc1cc(C2C(C#N)=C(N)Oc3cc(N)ccc32)cc(OC)c1OC (stereo not given)
 : -0.1	-4	-5	-1.8	0.4	-1.5	0	-1.1	-2.0	-10	0.7
- O=C(NCC(=O)N1CCOCC1)c1ccccc1
 : -0.5	0	-3	0.9	0.5	0.6	5	-1.0	1.7	10	-2.4
- Cc1ccc(CN2C(=O)C(Cc3ccccc3)Nc3ncnc(N4CCCCC4)c32)cc1 (stereo not given)
 : 1.8	-5&1	-5&-1	1.4	0.0&-0.2	0.6&-0.3	-1&0	-1.1&-1.1	0.2&3.4	-9&-6	-1.3&0.1
- O=C(NC1CCC(O)CC1)c1ccc(S(=O)(=O)NCc2ccco2)cc1 (stereo not given)
 : 0.7	-1	3	0.7	-0.2	-1.5	1	-1.1	0.8	-7	0.6
- O=C(NCc1ccco1)/C(=C/c1ccco1)NC(=O)c1ccccc1
 : -1.0	-3	0	1.6	-0.2	-1.0	2	-1.3	1.3	1	-0.7
- O=C1CSC(c2cccc([N+](=O)[O-])c2)N1c1ccc(O)cc1 (stereo not given)
 : 0.4	-4	2	2.1	-0.1	-1.0	0	-0.4	-1.9	2	-2.4
- O=C(CCn1cnc(-c2ccccc2)c1-c1ccccc1)N/N=C/c1ccccc1O
 : -2.0	1	-11	-7.4	-1.9	-2.5	-2	-2.1	-0.7	-12	1.1
- COc1ccc(CCC(=O)N2CCN(c3ccc([N+](=O)[O-])cc3)CC2)cc1OC
 : -1.7	-4	-1	0.4	-1.2	-3.2	-2	-1.2	-1.7	4	-0.8
- CCO[C@@H]1OC(C(=O)O)=C[C@H](c2ccccc2)[C@H]1CCCO
 : 0.8	1	3	1.9	0.3	-1.2	1	-1.2	0.1	7	-2.6
- COc1ccc(NCc2nnc(SCC(=O)c3ccc(OC)cc3)n2C)cc1
 : -0.8	-2	4	1.2	-0.8	0.6	0	-1.4	3.4	1	-0.6
- Cc1ccc(Nc2nc(N)nc(CC#N)n2)cc1
 : 2.0	1	-2	2.6	1.2	2.6	12*	-1.4	4.2	13	-1.0
- CCOC(=O)CC[C@@H]1CC[C@]2(CCCN(C(=O)c3ccccc3)C2)O1
 : nt	-1	6	nt	0.8	0.7	-4	-1.2	-2.2	1	nt
- CN(C(=O)c1ccc(OC2CCN(S(=O)(=O)N(C)C)CC2)cc1)C1CCCCC1
 : -2.1	0	-1	-1.0	-0.4	-0.8	-1	-1.0	-1.0	-4	-0.6
- O=C(CN1C(=O)C2(OCCCO2)c2ccccc21)NCc1ccccc1
 : -0.1	0	2	1.8	-0.1	-0.5	-4	-1.9	-1.8	6	-3.1
- Cc1cc(F)c(F)c(C(=O)N2CCOCC2)c1
 : 0.6	-5	3	0.3	0.2	-0.5	2	-0.7	-1.2	3	-2.3
- O=C(Nc1ccn(CCCNCC(c2ccccc2)c2ccccc2)c(=O)n1)OCc1ccccc1
 : 4.4*	1	-6	-2.6	-0.3	1.8	1	-1.6	0.9	4	0.6
- CC(C)c1ccc(NC(=O)CSc2nc3ccsc3c(=O)n2Cc2ccc(C(=O)O)cc2)cc1
 : 0.3	8	-7	2.8	-0.1	0.1	-2	-0.9	1.4	-15	-2.8
- COC(=O)c1nn(-c2cccc(Cl)c2)cc(OC)c1=O
 : 0.9	-4	2	3.3	0.0	-1.9	1	-1.1	-1.3	5	-2.5
- O=C(NCCN1CCOCC1)/C(=C/c1ccco1)NC(=O)c1ccccc1
 : -0.2	2	0	1.0	1.1	-0.8	-1	-0.6	-1.0	12	1.6
- COc1cc(C(=O)NC(C)c2cccc3ccccc23)cc(OC)c1OC (stereo not given)
 : -0.8	1	1	-0.5	-0.7	-2.1	0	-1.5	1.3	5	1.5
- Cc1ccc(S(=O)(=O)N(Cc2ccccc2)c2ccccc2C(=O)Nc2ccccc2C(=O)NCc2ccco2)cc1
 : -0.7	7	0	-4.5	-0.5	-3.1	1	-1.6	0.9	16	-3.4
- C=CCN(C(=O)CNC(=O)c1ccco1)C(C(=O)NC1CCCC1)c1ccc(OC)cc1 (stereo not given)
 : -0.7	-1	-6	1.2	0.4	-1.7	0	-0.8	0.7	-2	-1.5
- Cc1ccc(C(=O)NC2CCc3ccccc3C2=O)cc1 (stereo not given)
 : 2.3	-2	1	4.8	5.5*	3.3	4	-0.7	13*	-1	0.3

# Quoted from the listing:
# Cc1ccc(Nc2nc(N)nc(CC#N)n2)cc1 in hcDAF-12 act = 2.6
# CC(C)c1ccc(NC(=O)CSc2nc3ccsc3c(=O)n2Cc2ccc(C(=O)O)cc2)cc1 in ADAM10 inh = -15

# New compounds follow:
# Each structure is followed by: DAX1 inh-1	ADAM17 inh	GC-A act	GAA850 FXN act	DAX1 inh-2	hcDAF-12 act	SMARCA2 activ	ssDAF12 agonist	hgDAF-12 ag	ADAM10 inh	PG9 Ab binder
- Cc1nn(C)c(Cl)c1CN1CCC(CO)(CCOc2ccccc2)CC1
 : -0.4	-2	-1	1.6	-1.0	-0.4	-6	-0.6	-1.1	9	-1.4
- Cc1cc(C)c2cc(N)c(Cl)nc2n1
 : nt	-53	-2	nt	0.7	0.1	-4	-0.5	5.7	-182	1.9
- O=c1[nH]c(N2CCc3ccccc3C2)nc2c1CCC2
 : 0.3	3	10	0.3	0.4	-1.6	-2	-1.5	-0.2	5	-0.3
- CC(SC1=NCCN1S(=O)(=O)c1ccccc1)c1ccccc1 (stereo not given)
 : -0.1	-1	1	1.0	-0.8	-2.6	-1	-1.2	-1.5	-5	0.7
- S=C(Nc1ccccc1)N1CCN(C/C=C/c2ccccc2)CC1
 : -0.8	-3	3	-0.3	3.6*	-0.6	-2	-2.0	-3.5	-4	-0.4
- C/C(=N\N=C1\NC(=O)C(CC(=O)Nc2ccc(C)c(Cl)c2)S1)C(C)C (stereo not given)
 : 2.5	-1	-8	0.7	0.3	-0.5	-2	-0.9	1.4	7	0.2
- O=C(c1ccc(Cl)c(S(=O)(=O)Nc2ccc(F)cc2)c1)N1CCN(c2ccccn2)CC1
 : -0.9	-1	-7	-0.9	-1.0	-3.6	-5	-1.8	-4.0	2	4.0
- O=c1cc(-c2ccc(OCc3ccccc3)cc2)oc2cc(OCc3ccccc3)cc(OCc3ccccc3)c12
 : 0.4	-3	-6	-1.9	1.7	0.1	-2	-0.6	0.2	-12	-5.1
- Cc1ccc([N+](=O)[O-])cc1S(=O)(=O)Nc1ccc(C(=O)NCc2ccccn2)cc1
 : 0.0	-5	0	2.4	2.9	0.4	-4	-1.1	0.3	-11	1.1
- CCOc1ncccc1C(=O)N1CCN(C(c2ccccc2)c2ccccc2)CC1
 : -1.1	-4	-10	-0.2	-0.6	-2.1	0	-1.4	-0.6	-6	-0.6
- O=C(O)/C=C1\NC(=O)c2ccccc21
 : 0.8	1	0	1.3	0.2	-0.3	4	-0.6	1.3	4	0.0
- CCOc1ccc(CCNC(=O)CCCN2C(=O)c3ccccc3C2=O)cc1OCC
 : -0.1	5	-1	-2.9	-0.1	-0.8	5	-1.2	-1.4	3	0.9
- COc1ccc(S(=O)(=O)Cc2ccc(C(=O)NC3CCCC3)o2)cc1
 : 0.4	-4	1	-1.8	-0.9	-2.0	-2	-1.0	-4.3	-9	-1.5
- O=C(O)C1CSCN1S(=O)(=O)c1cccc2nsnc12 (stereo not given)
 : 0.6	-1	-2	-0.8	-0.1	-0.6	-2	-1.2	0.7	1	1.1
- CC(C)(C)CC(C)(C)NC(=O)c1ccc2snnc2c1
 : -0.8	-6	2	0.2	0.8	-1.1	-3	-1.4	-3.4	-5	0.1
- COC(=O)c1[nH]c2ccc(Cl)cc2c1NC(=O)Oc1ccccc1
 : 1.3	-107	-1	-0.2	0.4	3.5	3	-0.1	2.7	-461	-13
- COc1ccc(C(=O)NC2CC(C)(C)Cc3c2cnn3-c2ccccc2)cc1OC (stereo not given)
 : -0.5	0	0	1.6	-0.5	-0.3	-2	-1.3	-4.5	3	-0.2
- COc1ccc(C(c2ccc(OC)cc2)N2CCN(C(=O)c3noc(C)c3[N+](=O)[O-])CC2)cc1
 : nt	4	-3	nt	nt	-0.9	nt	-1.5	-3.4	13	nt
- Cc1nn(C)cc1C(C)NC(=O)c1cc(COc2cccc3cnccc23)on1 (stereo not given)
 : -1.0	-31	0	0.8	-5.6	-4.3	-2	-1.4	-5.2	-95	-2.9
- CCC(C)[C@H](NC(=O)N1CC(=O)Nc2ccccc21)C(=O)N1CCC[C@H]1C(=O)O (stereo not given in full)
 : 0.4	1	-1	1.1	-0.2	-1.3	-1	-0.9	-2.6	-25	2.2
- O=C(O)c1ccc2c(c1)-c1cc(C(=O)O)ccc1S2(=O)=O
 : 0.8	0	3	-0.5	-0.6	1.2	1	-1.3	0.7	0	-1.1
- Cc1ccc2occ(-c3nn[nH]n3)c(=O)c2c1
 : 1.9	-1	3	0.5	-0.2	1.2	2	-1.5	-4.0	-1	0.7
- COc1ccc(C(=O)C2CCCN(S(=O)(=O)C(C)C)C2)c(C)c1 (stereo not given)
 : 1.3	-1	3	1.7	-0.6	0.9	0	-1.4	1.4	1	-1.6
